Screening results as filed in PubChem BioAssay.
GPR151 activ – activators of human GPR151; Q8TDV0; PathHunter beta-arrestin GPR151 cells, luminescence; activation, % at 11.2 µM; 650,000 compounds, 1% hits; in the data active means activation above about 4.9%;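 further: 0% = median of compound wells and 100% = cells with positive control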
Target sequence (Q8TDV0 whole entry, looked up): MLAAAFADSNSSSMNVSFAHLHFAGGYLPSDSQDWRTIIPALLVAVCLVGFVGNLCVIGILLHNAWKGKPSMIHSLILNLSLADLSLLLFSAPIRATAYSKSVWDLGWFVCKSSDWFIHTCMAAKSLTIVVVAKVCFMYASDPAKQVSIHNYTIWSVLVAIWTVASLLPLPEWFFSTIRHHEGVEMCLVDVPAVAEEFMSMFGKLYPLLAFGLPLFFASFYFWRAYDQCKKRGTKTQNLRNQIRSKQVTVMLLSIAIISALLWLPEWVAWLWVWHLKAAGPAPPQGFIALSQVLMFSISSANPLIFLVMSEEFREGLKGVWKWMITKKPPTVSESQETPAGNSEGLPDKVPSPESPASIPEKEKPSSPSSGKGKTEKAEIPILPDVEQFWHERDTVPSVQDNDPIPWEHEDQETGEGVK
TEAD-YAP block – TEAD-YAP interaction inhibition; HEK-TIYL cells, TEAD-Gal4/YAP UAS-luciferase luminescence; inhibition, % at 9.12 µM; 640,000 compounds, 1.4% hits; AID 1259422; in the data active means inhibition above about 32%;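 further: 0% = median of test compound wells and 100% = reference inhibitor wells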
MITF primary – human MITF inhibition, primary screen | AID 1259374 | 650,000 compounds, 0.91% hits | AlphaScreen MITF homodimerization, bead proximity signal | inhibition, % at 2.6 µM | O75030; in the data active means inhibition above about 50%;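 further: 0% = vehicle wells with protein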
Target sequence (O75030 whole entry, looked up): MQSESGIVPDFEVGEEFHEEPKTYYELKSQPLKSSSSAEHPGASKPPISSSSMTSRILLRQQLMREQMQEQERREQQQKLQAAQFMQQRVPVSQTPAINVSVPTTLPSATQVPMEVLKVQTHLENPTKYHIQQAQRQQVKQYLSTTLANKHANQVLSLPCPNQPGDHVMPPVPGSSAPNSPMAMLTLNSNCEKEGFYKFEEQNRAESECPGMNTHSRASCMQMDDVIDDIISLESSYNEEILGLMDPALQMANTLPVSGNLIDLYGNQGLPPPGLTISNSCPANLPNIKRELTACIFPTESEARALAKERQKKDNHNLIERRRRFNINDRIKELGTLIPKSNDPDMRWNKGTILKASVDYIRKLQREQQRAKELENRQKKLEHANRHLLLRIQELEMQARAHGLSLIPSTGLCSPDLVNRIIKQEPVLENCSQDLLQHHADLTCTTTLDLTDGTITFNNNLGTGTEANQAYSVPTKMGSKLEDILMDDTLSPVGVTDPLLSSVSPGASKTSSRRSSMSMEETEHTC
FBW7 act – human FBW7 E3 ligase activation, primary screen | Q969H0 | AlphaScreen FBW7–phospho-cyclin E peptide binding, activator screen | normalized activity (activation), % at 26.1 µM | 650,000 compounds, 0.13% hits | AID 1259310; in the data active means normalized activity above about 1.9%;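 further: purified mutant Fbw7 with reduced substrate affinity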
* hit, by the source's call; & = joins results of further samples. Random draw from the library; any-hit rate near 3.4%.

Below each compound: TEAD-YAP block	GPR151 activ	MITF primary	FBW7 act
CC(=O)Nc1cccc(NC(=O)CSc2nc(-c3cccs3)cc(-c3cccs3)c2C#N)c1
  0	0.3	-11	-0.1
COc1ccccc1NC(=O)C(NC(=O)OC(C)(C)C)C(C)OCc1ccccc1 (stereo not given)
  1	-1.1	14	0.2
O=C(CCc1nnc(CCc2c[nH]c3ccccc23)o1)NCC1OCCc2ccccc21 (stereo not given)
  12	1.4	7	-0.2
CCCCN(CCCC)C(=O)c1ccc(C(=O)c2ccccc2)o1
  2	2.0	8	0.1
CCOC(=O)CNC(=O)c1sc2ncn(Cc3ccccc3F)c(=O)c2c1C
  -9	0.5	12	0.0
COc1ccc(Cl)c(NCCC(=O)O)c1
  -12	-0.6	5	-0.1
CCN(CC)S(=O)(=O)c1ccc(F)c(C(=O)NCc2ccc(OC)cc2)c1
  -2	0.0	-8	0.0
O=C(NCc1ccccc1Cl)C1=CSCCO1
  -13	-0.8	9	0.3
C/C(=N\NC(=O)COc1ccc(Cl)cc1C)c1cccs1
  1	-0.6	26	0.1
CSc1nnc2c(n1)OC(c1ccc(OC(C)=O)c(Br)c1)N(C(C)=O)c1ccccc1-2 (stereo not given)
  7	-0.3	-10	0.0
COc1ccc(Cl)cc1NC(=O)C1=C(C)NC(=O)NC1c1cccc2ccccc12 (stereo not given)
  -5	-1.4	3	0.0
CNC(=O)NC(=O)COC(=O)c1c(-c2ccccc2)noc1C
  8	-0.2	-6	-0.1
O=C(c1ccccc1C(=O)N1CCc2ccccc21)N1CCc2ccccc21
  11	-0.5	3	0.0
O=S(=O)(Cc1ccccc1)NCC1CCCN(CC#Cc2ccccc2)C1 (stereo not given)
  -11	2.7	-2	-0.1
COc1ccc(-n2cnc3cc(C(=O)N4CCOCC4)ccc32)cc1
  -22	-0.5	3	0.0
CC(C)CCC1(C2CCN(Cc3cccc4ncccc34)CC2)NC(=O)NC1=O (stereo not given)
  0	-0.3	-8	0.0
O=Cc1ccccc1-c1ccc(NCC2CC2)nc1
  -33	0.6	5	-0.2
CCC(=O)Oc1cc(OC(=O)CC)c2c(C)cc(=O)oc2c1
  9	-0.8	15	0.1
Cc1ccc(Cn2ccc(NC(=O)C3=CC(c4ccco4)=NS(=O)(=O)N3C)n2)cc1
  7	-0.5	11	-0.1
CC(C)c1cc(N2CCCC2)n2c(nc3ccccc32)c1C#N
  13	1.0	1	0.0

(cont.)
Below each compound: TEAD-YAP block	GPR151 activ	MITF primary	FBW7 act
CCOC(=O)C1=C(C)N=c2s/c(=C\c3ccc(O)c(OCC)c3)c(=O)n2C1c1ccc(N(C)C)cc1 (stereo not given)
  2	2.1	-3	-0.2
Cc1ccc2cc(CN(CC3CCCO3)C(=O)c3cnccn3)c(Cl)nc2c1C (stereo not given)
  -10	-0.1	1	-0.2
Cc1ccc(OC(=O)c2cc(S(=O)(=O)N3CCCC3)ccc2C)cc1C
  1	-0.7	-3	0.0
COc1ccc(NC(=O)c2c(C(F)(F)F)nc3c(OC)cccn23)cc1OC
  -8	-1.4	12	0.6
C/C(=N\NC(=S)NC1CCCCC1)c1cccnc1
  9	3.0	-2	-0.4
O=C(O)C(C(=O)/C=C/c1ccc(Cl)cc1)=C1SCS1
  -6	1.9	8	0.0
CCOC(=O)CN1N=C(c2ccc(Cl)cc2)CCC1=O
  -13	0.6	-12	-0.3
O=C1NC(=O)c2c(NC(=O)C(Cl)(Cl)Cl)cccc21
  -5	0.8	5	0.1
NS(=O)(=O)c1ccc(NC(=O)C2C3C=CC(O3)C2C(=O)O)cc1 (stereo not given)
  -3	0.5	6	-0.1
O=[N+]([O-])c1cccc(C2N3CCc4ccccc4C3CN2S(=O)(=O)c2ccccc2)c1 (stereo not given)
  -3	0.0	-4	0.0
O=C(c1cnn2c(-c3ccccc3)cc(-c3ccccc3)nc12)n1ccnc1
  8	1.1	6	0.2
Cc1cc(S(=O)(=O)Nc2cccc(C(F)(F)F)c2)c(C)s1
  1	-0.3	-16	-0.1
COc1ccccc1OCCn1cccc1C=O
  15	-0.7	4	0.6
CC(CC(=O)O)n1nnc2ccccc21 (stereo not given)
  7	-0.9	10	0.1
O=C(NNC(=O)c1ccc([N+](=O)[O-])cc1)Nc1ccccc1F
  -10	-4.1	22	0.5
CCOc1ccc(C(=O)NCCCN2CCN(c3ccccc3)CC2)cc1
  4	-1.3	-11	0.1
COc1ccc(CNC(=O)C2=C(C(=O)O)CCCC2)cc1
  -5	-0.5	6	0.8
CC(C)c1ccc2nc(SCC(=O)N3CCCC3)c(C#N)cc2c1
  -30	0.6	-6	-0.1
CS(=O)(=O)Nc1ccc(S(=O)(=O)Nc2nccs2)cc1
  1	0.7	-2	0.0
COC(=O)c1ccc2c(=O)n(NC(=O)c3cccnc3)c(=S)[nH]c2c1
  -1	0.4	-8	0.3

An excerpt from above in order of formula weight, smallest number first:
Below each compound: TEAD-YAP block	GPR151 activ	MITF primary	FBW7 act
CC(CC(=O)O)n1nnc2ccccc21 (stereo not given)
  7	-0.9	10	0.1
COc1ccccc1OCCn1cccc1C=O
  15	-0.7	4	0.6
C/C(=N\NC(=S)NC1CCCCC1)c1cccnc1
  9	3.0	-2	-0.4
COc1ccc(CNC(=O)C2=C(C(=O)O)CCCC2)cc1
  -5	-0.5	6	0.8
CCOC(=O)CN1N=C(c2ccc(Cl)cc2)CCC1=O
  -13	0.6	-12	-0.3
O=C1NC(=O)c2c(NC(=O)C(Cl)(Cl)Cl)cccc21
  -5	0.8	5	0.1
O=C(NNC(=O)c1ccc([N+](=O)[O-])cc1)Nc1ccccc1F
  -10	-4.1	22	0.5
CS(=O)(=O)Nc1ccc(S(=O)(=O)Nc2nccs2)cc1
  1	0.7	-2	0.0
CC(C)c1ccc2nc(SCC(=O)N3CCCC3)c(C#N)cc2c1
  -30	0.6	-6	-0.1
COC(=O)c1ccc2c(=O)n(NC(=O)c3cccnc3)c(=S)[nH]c2c1
  -1	0.4	-8	0.3
O=C(c1cnn2c(-c3ccccc3)cc(-c3ccccc3)nc12)n1ccnc1
  8	1.1	6	0.2
CCOc1ccc(C(=O)NCCCN2CCN(c3ccccc3)CC2)cc1
  4	-1.3	-11	0.1
COc1ccc(NC(=O)c2c(C(F)(F)F)nc3c(OC)cccn23)cc1OC
  -8	-1.4	12	0.6
O=[N+]([O-])c1cccc(C2N3CCc4ccccc4C3CN2S(=O)(=O)c2ccccc2)c1 (stereo not given)
  -3	0.0	-4	0.0
CCOC(=O)C1=C(C)N=c2s/c(=C\c3ccc(O)c(OCC)c3)c(=O)n2C1c1ccc(N(C)C)cc1 (stereo not given)
  2	2.1	-3	-0.2

Returning to the listing with the 2 entries that preceded the break.
Below each compound: TEAD-YAP block	GPR151 activ	MITF primary	FBW7 act
CS(=O)(=O)Nc1ccc(S(=O)(=O)Nc2nccs2)cc1
  1	0.7	-2	0.0
COC(=O)c1ccc2c(=O)n(NC(=O)c3cccnc3)c(=S)[nH]c2c1
  -1	0.4	-8	0.3
Cc1cc(NCc2ccccc2O)no1
  -2	1.9	-5	0.1
O=C(CCNc1c(N2CCCC2)c(=O)c1=O)Nc1cccc(F)c1
  3	0.0	7	0.1
Cc1cccc(C=Nc2cccc([N+](=O)[O-])c2)c1
  3	0.0	14	0.8
CCOC(=O)Cc1ccc(NC(=O)C(F)(F)C(F)F)cc1
  2	-1.1	-8	0.0
COc1ccccc1CC(=O)N1CC[C@@H]2[C@H](CCCN2C(=O)C2=CCCCC2)C1
  -1	2.9	0	0.0
CCOC(=O)N1CCC(N2CCN(Cc3cccc(C)n3)C(CCO)C2)CC1 (stereo not given)
  -1	0.2	-12	-0.2
COc1ccc2cc(C#N)c(SCC(=O)Nc3ccccc3N3CCOCC3)nc2c1
  3	-1.4	8	0.8
O=C(Nc1nnc(CCS(=O)(=O)c2cc(Cl)ccc2Cl)s1)c1ccco1
  2	-1.7	-7	-0.1
COc1cccc(CN2CCN(C(=O)c3cccnc3)CC2)c1
  6	1.0	70*	-0.2
Cn1c(=O)[nH]c(=O)c2c1nc(N1CCN(c3ccccc3)CC1)n2Cc1ccccc1
  -3	-0.5	14	-0.1
CN(C)C(=O)C(NC(=O)c1ccc([N+](=O)[O-])cc1)C12CC3CC(CC(C3)C1)C2 (stereo not given)
  -3	0.6	11	0.0
O=C(NCc1cccnc1)c1ccc2c(=O)n(-c3cc(C(F)(F)F)ccc3Cl)c(=S)[nH]c2c1
  -3	-1.2	1	-0.1
COc1ccc(/C=C/C(=O)Nc2cccc(Br)c2)cc1OC
  -15	0.2	-3	0.1
Cc1cccc(OCc2n[nH]c(=S)n2C)c1C
  -7	0.8	5	0.0
Fc1ccccc1CSc1nnc(-c2ccncc2)o1
  -46	-0.6	4	-0.5
COc1ccc(CCNc2nc(N3CCC(N4CCOCC4)CC3)nc3c2ncn3CCN2CCCC2=O)cc1
  -6	0.7	15	-0.1
CN(C)C(=O)CN1C(=O)c2cccc3cccc1c23
  3	-1.6	13	0.6
Cc1cc(S(=O)(=O)NCc2nc(N3CCCC3)c3cccc(C)c3n2)c(C)s1
  -3	0.3	12	0.2
Cc1ccc(-n2nnnc2-c2ccccc2Br)cc1
  11	0.2	-13	0.0
O=C(c1ccccc1)c1ccc2nc[nH]c2c1
  -29	1.4	-6	-0.3

More records follow:
Below each compound: TEAD-YAP block	GPR151 activ	MITF primary	FBW7 act
CCOC(=O)CSc1ccc(C(=O)NCCC2=CCCCC2)cc1[N+](=O)[O-]
  -66	-0.2	8	0.1
O=C(NCCN1CCOCC1)c1cccc(Nc2ccccc2)n1
  -2	-0.7	2	-0.1
C=CCn1c(=O)n(CC=C)c(=O)n(CC(=O)Nc2ccc3c(c2)CCC3)c1=O
  5	0.1	8	0.1
O=C1c2cccnc2C(O)N1C1CCCCC1 (stereo not given)
  0	1.4	-12	0.0
O=C(N/N=C/c1ccccc1F)c1cccs1
  -66	0.3	-4	-0.1
Nc1nnc(SCc2ccccn2)s1
  7	0.2	14	1.4
c1ccc(-c2noc(CC3CCCCC3)n2)nc1
  -27	-1.0	-16	-0.3
CCOC(=O)c1cnc2ccc(OC)cc2c1Nc1ccc(N2CCN(C)CC2)cc1
  -2	0.0	5	-0.3
Nc1c(C(=O)Nc2ccc(Cl)cc2C(=O)c2ccccc2)sc2nc(C(F)(F)F)cc(-c3cccs3)c12
  8	-0.2	7	0.6
CC(=O)c1ccc(NC(=O)CNS(=O)(=O)c2ccc(C(C)(C)C)cc2)cc1
  2	-0.7	0	0.0
COC(=O)c1c(NC(=O)c2ccccc2Cl)sc2c1CCC2
  15	-1.6	1	0.4
CCOC(=O)C1=C(C)NC2=C(C(=O)CC(C)(C)C2)C1c1cc(OC)c(OC)cc1Br (stereo not given)
  4	0.8	2	0.1
O=C(N/N=C/c1ccc(Br)o1)C1COc2ccccc2O1 (stereo not given)
  27	-1.2	9	0.1
Cc1ccc(S(=O)(=O)Nc2ccccc2C(=O)Nc2nc(-c3ccc(I)cc3)cs2)cc1
  8	-0.6	-7	0.1
Cc1cc(NC2CC2)nc(-c2c(C)noc2C)n1
  0	2.0	8	0.1
COc1ccc(N2CCN(S(=O)(=O)c3cc(C(=O)Nc4ccccc4C)ccc3F)CC2)cc1
  31	0.4	-3	-0.2
CCC(OC(=O)CNS(=O)(=O)c1ccccc1)C(=O)c1ccccc1 (stereo not given)
  1	1.0	17	0.0
Cc1ccc(S(=O)(=O)C(CC(=O)c2ccc(Cl)cc2)c2ccccc2)cc1 (stereo not given)
  -3	2.7	0	0.1
C/C=C/C/C=C/CCC(=O)[C@H]1O[C@H]1C(N)=O
  27	-0.9&-0.7	7&-3	0.1
COc1cc(C=Nc2ccc(N3CCOCC3)cc2)cc([N+](=O)[O-])c1O
  3	-0.1	10	0.2

(cont.)
Below each compound: TEAD-YAP block	GPR151 activ	MITF primary	FBW7 act
Cc1nc(SCC(=O)OCc2ccccc2)c(C#N)c(-c2ccncc2)c1C(=O)Nc1ccc(Cl)cc1
  -12	1.5	-2	0.1
O=C(Cc1ccccc1)NNC(=O)c1cccs1
  7	2.7	17	0.0
Cc1cc(Cl)ccc1OCC(=O)Nc1ccccc1N1CCOCC1
  -8	-0.9	10	0.0
COc1ccc(CC(=O)Nc2nnc(C(C)(C)C)s2)cc1
  -3	1.1	15	-0.1
O=C(O)c1ccccc1NC1SC(=O)N(c2ccccc2)C1=O (stereo not given)
  -18	-3.4	12	0.5
Cc1ccc(/C=N/NC(=S)NC(C)C)o1
  -6	-0.5	5	0.1
COc1ccc(-n2nc(C(=O)NCC(=O)NC3CCC(Cc4ccccc4)CC3)c3ccccc3c2=O)cc1Cl (stereo not given)
  -5	1.9	-7	-0.1
Cc1ccc(CSc2nnc3c(n2)OC(c2cccnc2)Nc2ccccc2-3)cc1 (stereo not given)
  -5	-0.8	-6	-0.1
Cc1nc2sc3c(=O)[nH]nnc3c2c(C)c1Cl
  13	-1.3	14	0.4
Cc1ccc(-c2ncn(-c3ccc(Nc4cc(-c5ccn(C)n5)c(Cl)cn4)cc3)n2)cn1
  -2	0.3	-5	0.1
Cc1cc(N2CCCC2=O)cc(C)c1S(=O)(=O)N1CCCCC1
  -1	-0.9	-4	-0.1
C#CCN1C(=O)C(O)(CC(=O)c2ccc(Cl)s2)c2ccccc21 (stereo not given)
  11	-0.3	19	0.3
COC(=O)c1nc2nc(C)cc(=O)n2[nH]1
  4	-0.9	-1	0.6
O=C(OCCN(C1=NS(=O)(=O)c2ccccc21)c1ccccc1Cl)c1ccco1
  0	-1.7	0	0.1
Fc1ccc(N2CCN(Cc3nnnn3Cc3ccc4c(c3)OCO4)CC2)cc1
  2	0.6	12	0.1
